Source: PubChem BioAssay (National Center for Advancing Translational Sciences (NCATS))
Shiga inhibitor – inhibitors of Shiga toxin in Vero cells; actives 9.2% (n = 290,000); Vero cells, Shiga toxin protein synthesis inhibition reporter; inhibition, % at 38.7 µM; AID 2315; in the data active means inhibition mostly above about 28%, no sharp cut-off; inactive means mostly below about 43%; further: 0% is about no effect
Pf growth 48h – inhibits P. falciparum growth in the first generation, 48 h. P. falciparum luciferase growth in erythrocytes, 48 h. Potency, µM (top dose mostly 28.7 µM), without a hit: at the highest dose activity change, negative = inhibition, most hits filed as inhibitors. actives 5.9% (n = 310,000). AID 504832; further: potency means the concentration at half of the fitted maximal effect; on the % scale 0 is the no-effect control and ±100 the full control effect
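In quantitative HTS format, infected erythrocytes bearing luciferase-reporter parasites were treated for a single generation at 37 C. Luminescence after adding detection reagent served as the growth measure.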
AMA1 RON2 block – AMA1-RON2 (P. falciparum) interaction inhibition. AlphaScreen AMA1-biotinylated RON2 peptide binding. Potency, µM (doses to about 58.2 µM), for the others: at the highest dose activity change, negative = inhibition, actives largely listed as inhibitors. actives 0.2% (n = 360,000). AID 720542;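 further: potency means the concentration at half of the fitted maximal effect; 0% = vehicle wells and -100% = peptide control; nearly all actives have a fitted effect of over 45% in size; some results filed as inactive show a strong effect at the top dose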
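AMA1 (3D7) with his tag at 25 nM final met compounds first, then biotinylated RON2 peptide at 25 nM; detection used donor plus acceptor beads, 10 µg/mL apiece, read by AlphaScreen after 30 min at room temperature.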
CHX counter – affects cycloheximide protein synthesis inhibition readout, counter-screen; actives 12% (n = 300,000); max response, %; cell reporter, cycloheximide protein synthesis inhibition counterscreen; in the data active means max response mostly above about 13%, no sharp cut-off; inactive means mostly below about 14%; further: read at 38.3 µM for the half of the compounds with a filed dose; 0% is about no effect
TbPYK inhibitor – T. brucei pyruvate kinase inhibition; TbPYK enzyme, Kinase-Glo Plus ATP luminescence, 45 min; Potency, µM (series often up to 76.8 µM), inactives show top-dose activity, negative = inhibition, hits mostly inhibitors; actives 0.12% (n = 410,000); AID 624173; further: potency means the concentration at half of the fitted maximal effect; on the % scale 0 is the no-effect control and ±100 the full control effect; nearly all actives have a fitted effect of over 50% in size
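Readout: single end-point luminescence (Kinase-Glo Plus, 10 min). Reaction conditions were TbPYK/substrate plus 130 uM ADP, 45 min at RT, pH 7.2 TEA buffer. No-enzyme wells served as controls, and data were normalized before concentration-response fitting.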
Pf growth 96h – P. falciparum growth inhibition at 96 hour, primary screen for plastid delayed-death inhibitors | P. falciparum luciferase reporter growth, 96 h | Potency, µM (highest dose often 28.7 µM), for the others: at the top dose activity change, negative = inhibition, hits mostly inhibitors | actives 6.9% (n = 320,000) | AID 504834; further: potency means the concentration at half of the fitted maximal effect; on the % scale 0 is the no-effect control and ±100 the full control effect
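P. falciparum expressing integrated firefly luciferase, in erythrocytes at 2% hematocrit, 0.05% parasitemia, incubated with compounds 96 h at 37 C, 5% CO2. Growth inhibition read as loss of luminescence; two-generation exposure targets delayed-death apicoplast inhibitors.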
LmPK inh – LmPK (Leishmania mexicana) enzyme inhibition; purified LmPK, Kinase-Glo ATP luminescence, 1 h; Potency, µM (series often up to 57.5 µM), without a hit: at the highest dose activity change, negative = inhibition, most hits filed as inhibitors; actives 0.37% (n = 290,000); AID 1721; further: potency means the concentration at half of the fitted maximal effect; on the % scale 0 is the no-effect control and ±100 the full control effect
Target sequence (Q27686 whole entry, looked up): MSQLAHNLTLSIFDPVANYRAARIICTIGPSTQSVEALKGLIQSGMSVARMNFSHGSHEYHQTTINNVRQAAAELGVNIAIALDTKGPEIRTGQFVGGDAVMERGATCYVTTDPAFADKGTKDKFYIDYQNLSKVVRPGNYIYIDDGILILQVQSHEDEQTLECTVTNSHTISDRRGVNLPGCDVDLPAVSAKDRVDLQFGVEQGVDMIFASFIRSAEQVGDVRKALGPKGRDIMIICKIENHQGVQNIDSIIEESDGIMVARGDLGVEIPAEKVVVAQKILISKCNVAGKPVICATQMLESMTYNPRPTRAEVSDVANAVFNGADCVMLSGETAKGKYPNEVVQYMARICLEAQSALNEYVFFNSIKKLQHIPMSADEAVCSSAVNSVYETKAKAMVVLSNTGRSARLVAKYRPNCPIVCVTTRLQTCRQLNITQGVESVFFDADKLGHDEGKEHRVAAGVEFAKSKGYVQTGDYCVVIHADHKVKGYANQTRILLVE
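ATP generated from ADP (0.1 mM) and PEP (0.5 mM) by 0.1 nM LmPK over 1 h at room temperature (pH 7.2 imidazole buffer) was detected by coupled luciferase luminescence. Values were normalized to uninhibited and no-enzyme wells.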
* = called active by the depositor; ? = inconclusive; nt = no result given; & = joins results of further samples; [ ] = remark or other dose. Unless noted, the call rests on the fitted dose curve; in most records, active means well fitted curve in the direction sought with a large enough effect; inconclusive means small, poorly fitted or top-dose-only effect, or another doubt; inactive means no such curve, though single readings can be large; an effect the other way counts as inactive or inconclusive.

Fields – Pf growth 48h	AMA1 RON2 block	LmPK inh	Pf growth 96h	TbPYK inhibitor	CHX counter	Shiga inhibitor
1	O=C(CC(C(=O)N1CCc2ccccc21)n1ccnc1)NCC1CCCO1 (centres undefined)
    63%[activator]	-9%	3%	?	0%	-2	-10
2	COc1cccc(NC(=O)CCSc2nnc3scc(-c4ccccc4)n23)c1
    ?	5%	2%	0%	-3%	-1	-6
3	NC(=S)N/N=C/c1ccc(-c2ccc(Cl)c(Cl)c2)o1
    nt	-2%	-2%	nt	-5%	20*	33
4	C/C(=N\Nc1ccccc1)c1cc2ccccc2oc1=O
    42%[activator]	-20%	0%	?	1%	19	25
5	COc1ccc(CC(=O)NCCc2ccc(S(N)(=O)=O)cc2)cc1
    nt	3%	-2%	-30%	-2%	-4	-11
6	CCOc1ccc(Nc2oc(-c3ccco3)nc2C#N)cc1
    -15%	-3%	-11%	?	9%	33*	34
7	COc1cc(C(=O)NCCc2cc3c(OC)ccc(OC)c3[nH]c2=O)cc(OC)c1OC
    ?	-1%	-5%	?	4%	9	-3
8	COC(=O)c1ccc2c(=O)n(CCN3CCOCC3)c(SCC(=O)C(C)(C)C)nc2c1
    ?	0%	2%	13µM*	-8%	-5	-20
9	COc1ccc(NC(=O)c2ccc(NS(=O)(=O)c3c(C)noc3C)cc2)cc1OC
    ?	-14%	9%	?	-2%	-1	22
10	CCOC(=O)c1c(C)n(C)c2c1cc(OC(C)=O)c1ccccc12
    40%[activator]	-18%	-2%	66%[activator]	4%	-1	-24
11	C=CCn1c(NC(=O)c2ccc(Br)o2)c(S(=O)(=O)c2ccccc2)c2nc3ccccc3nc21
    0%	5%	7%	2%	1%	7	13
12	O=C(Nc1ccc2c(c1)OCO2)Oc1ccccc1
    100%[activator]	36%[activator]	?	-23%	-11%	38*	76*
13	CCc1cccc(NS(=O)(=O)c2cccc3cccnc23)c1
    0%	-4%	5%	?	3%	-2	-3
14	CC(=O)Nc1ccc(S(=O)(=O)NCc2nc(-c3ccccc3)no2)cc1
    2%	10%	-2%	?	4%	-11	-3
15	Cc1cccc(C(C)(C)C)c1OCCN1CCCC1
    14%	-16%	-3%	-8%	7%	-4	17
16	CC(=O)c1ccc(OC(C)C)c(CSC(=N)N)c1
    ?	-5%	-4%	-64%	3%	-2	-7
17	CC/C(=N\N1CCN(C)CC1)c1c(O)[nH]c(=O)[nH]c1=O
    15%	-2%[2.32 µM]	-3%	?	-2%	11	-6
18	COc1ccc(C(C)=O)cc1COC(=O)CNC(=O)c1ccc(F)cc1
    0%	-1%	0%	-27%	1%	2	-5
19	O=C(C(Cc1ccccc1)NS(=O)(=O)c1cccc2cccnc12)N1CCc2ccccc21 (centres undefined)
    nt	-7%	0%	?	-5%	-4	-4
20	COc1ccc(C2CC(=O)Oc3c2c(=O)n(C)c2ccccc32)c(OC)c1OC (centres undefined)
    27%	2%	-7%	15%	1%&-2%	5	16
21	COC(=O)[C@H](Cc1ccccc1)[C@@H](C)OS(N)(=O)=O
    7%	7%	1%	2%	1%	-2	-4
22	CCOC(=O)CNC(=O)c1ccc(OCC(F)(F)F)cc1
    292%[activator]	2%	1%	111%[activator]	-11%	28*	82*
23	CCOc1ccc(OCC)c(NC(=O)CN2CCN(c3cccc(C)c3)C(C)C2)c1 (centres undefined)
    13µM*	-9%	-9%	?	18%	-2	-10
24	CC1CC(C)(C)OC(C[N+]2(C)CCCCC2)O1 (centres undefined)
    ?	-10%	0%	?	-2%	-4	11
25	CC(=O)OC(COc1ccccc1)Cn1cnc2cc(C)c(C)cc21 (centres undefined)
    ?	7%	-3%	-5%	3%&1%	-1	15
26	CC(=O)Nc1ccc(C(=O)COC(=O)CCS(=O)(=O)c2ccccc2)cc1
    23%	14%	nt	5%	-4%	nt	nt
27	CCC(C(=O)O/N=C(\N)c1ccc(C)cc1)c1ccccc1 (centres undefined)
    nt	46%[activator]	-3%	55%[activator]	-11%	14	21
28	COC(=O)c1ccc(CC(=O)c2ccc(O)cc2O)o1
    -14%	-4%	5%	?	5%	4	16
29	O=C(CN1C(=O)NC(c2ccccc2)(c2ccccc2)C1=O)N1CCN(c2ccccc2F)CC1
    13µM*	?	nt	?	-18%	nt	nt
30	COc1ccc(C(=O)OC(C)C(=O)NC2CCCC2)cc1S(=O)(=O)N1CCOCC1 (centres undefined)
    ?	6%	nt	-7%	1%	nt	nt
31	Cc1cc(NC(=O)CCC(=O)N2CCC3(CC2)OCCO3)no1
    -17%	9%	-6%	nt	-4%	12	-6
32	CCc1c(C)nc2c(-c3ccccc3)c(C)nn2c1Nc1ccc(NC(C)=O)cc1
    ?	92%[activator]	5%	?	-1%	0	-2
33	COc1ccc(NC(=S)/N=C(\N)Nc2nc(C)c3ccc(C)cc3n2)cc1
    12µM*	95%[activator]	1%	-12%	-1%	3	-3
34	COc1ccc(C2=NS(=O)(=O)N(C)C(C(=O)NCc3cccs3)=C2)cc1OC
    ?	-3%	-5%	-21%	2%	-2	0
35	CCC(=O)N(Cc1cc2ccccc2[nH]c1=O)C(C)C
    24%	7%	-5%	nt	-7%	-1	-4
36	Cc1ccc(C)c(NC(=O)COC(=O)c2cc3ccccc3oc2=O)c1
    26%	-1%	nt	-2%	-1%	nt	nt
37	COc1ccccc1NC(NC(=O)c1ccccn1)C(Cl)(Cl)Cl (centres undefined)
    -22%	3%	-3%	?	-1%	-1	-5
38	O=C1C2C3C=CC(C3)C2C(=O)N1c1ccc2ccccc2n1 (centres undefined)
    12%	3%	3%	-7%	5%	8	10
39	CSc1nsc2nc(=O)c(/C=C3\C(C)=Nc4ccc(C)cc43)c(N)n12
    -14%	44%[activator]	2%	?	3%	9	-4
40	COc1cc(OC)cc(N(C(=O)c2ccco2)C(C(=O)NC2CCCC2)c2ccc(N(C)C)cc2)c1 (centres undefined)
    12µM*	-4%	3%	?	-4%	1	-11
41	CC1(C)CC(CCNS(=O)(=O)c2ccccc2)(c2ccccc2)CCO1 (centres undefined)
    -12%	0%	-2%	17%	1%	-2	-13
42	S=C(Nc1ccc(Cl)c(Cl)c1)NC1CCN(Cc2ccccc2)CC1
    4.1µM*	-8%	1%	?	19%	-7	-7
43	O=C(C[n+]1ccccc1)N1CCCc2ccccc21
    -10%	1%	-3%	-6%	5%	0	10
44	Cc1ccc(CCN2CC(C(=O)NCCN(C)C)CC2=O)cc1 (centres undefined)
    3%[0.00184 µM]	0%	5%	14%	0%	-8	-3
45	CCOC(=O)c1csc(-n2nc(C)cc2C(F)(F)F)n1
    ?	8%	11%	11%	-12%	33*	38

Entries of single compounds, looked up by structure. Screens in order: Pf growth 48h, AMA1 RON2 block, LmPK inh, Pf growth 96h, TbPYK inhibitor, CHX counter, Shiga inhibitor
`COc1ccc(NC(=S)/N=C(\N)Nc2nc(C)c3ccc(C)cc3n2)cc1` across the screens: 12µM*, 95%[activator], 1%, -12%, -1%, 3, -3
`CCc1c(C)nc2c(-c3ccccc3)c(C)nn2c1Nc1ccc(NC(C)=O)cc1` across the screens: ?, 92%[activator], 5%, ?, -1%, 0, -2

(further entries)
Fields – Pf growth 48h	AMA1 RON2 block	LmPK inh	Pf growth 96h	TbPYK inhibitor	CHX counter	Shiga inhibitor
46	CC(C)NC(=O)c1cnc(N2CCN(c3ccccn3)CC2)c2ccccc12
    ?	14%	0%	?	3%	3	-28
47	O=C(CCl)N1CCN(S(=O)(=O)c2ccc3c(c2)OCCCO3)CC1
    ?	-6%	nt	?	1%	nt	nt
48	COC(=O)c1ccsc1NC(=O)C1=COCCO1
    nt	29%	6%	?	-3%	-3	6
49	O=C(NC1CCCCCC1)C1CCC(=O)N(Cc2ccccc2F)C1 (centres undefined)
    ?	3%	-4%	?	-2%	27*	26
50	CCOc1ccc(S(=O)(=O)N2CCCC(C(=O)Nc3ccccc3)C2)cc1 (centres undefined)
    -24%	7%	0%	50%[activator]	3%	2	29
51	Cc1ccc(S(=O)(=O)N(CC(=O)NCC2CCCO2)Cc2ccc(F)cc2)cc1 (centres undefined)
    ?	-2%	2%	-1%	2%	0	-4
52	C=C1C(=O)O[C@@H]2[C@H]1[C@@H](OC(=O)/C(C)=C/C)C/C(C)=C\C(=O)/C=C(\C)[C@@H]2O
    ?	3%	10%	?	-11%	29*	51*
53	CCCCOc1ccc(-c2nc(SCC(N)=O)n[nH]2)cc1
    101%[activator]	-5%	0%	186%[activator]	-7%	34*	48
54	CC(=O)Nc1ccc(S(=O)(=O)NC2(C(F)(F)F)N=C(c3ccccc3)NC2=O)cc1 (centres undefined)
    -2%	3%	4%	25%	1%	4	-1
55	O=C(NCCOc1ccccc1)c1cccc2c1C(=O)c1ccc(Cl)cc1S2(=O)=O
    21%	-3%	nt	-2%	-4%	nt	nt
56	COc1cccc(C(=O)OCC(=O)N2CCc3ccccc32)c1OC
    25%	2%	nt	50%[activator]	-4%	nt	nt
57	CN(CC(=O)Nc1ccc(F)c(F)c1F)C(=O)c1ccc2c(c1)NC(=O)CS2
    ?	4%	nt	?	-6%	nt	nt
58	COC(=O)[C@H](Cc1ccccc1)NC(=O)Nc1ccc(S(N)(=O)=O)cc1
    7%	3%	3%	-8%[5.75 µM]	4%	-3	-10
59	CCSC(=O)N(CC)CC(=O)Nc1c(CC)cccc1CC
    22%	43%[activator]	-1%	nt	-2%	7	-4
60	CCC(=O)N1CCc2cc(S(=O)(=O)N3CCN(c4cc(Cl)ccc4C)CC3)ccc21
    -15%	-1%	-5%	5.2µM*	1%	-3	-4
61	Cc1nnc(SCC(=O)Nc2ccccc2N2CCOCC2)s1
    8%	-9%	2%	nt	-3%	-2	9
62	Cc1ccc(/C=C/C(=O)N2CCN(S(=O)(=O)c3cccs3)CC2)o1
    65%[activator]	-2%	-3%	?	-27%	23*	-4
63	Cc1nn(-c2ccccc2)c(Cl)c1/C=N/NC(=O)c1ccc(CNc2ccccc2)o1
    ?	-1%	-3%	?	-3%	25*	44*
64	Cc1[nH]c2ccccc2c1/C=N/NC(=S)NCc1ccccc1
    203%[activator]	40%[activator]	6%	7%	1%	13	-11
65	CC(C)(C)N=C1NN=C(c2cc3ccccc3o2)CS1
    -87%	3%	-5%	?	-12%	30*	86*
66	Cc1ccc(NC(=S)NC(=O)C2CCCC2)cc1C
    20%	39%[activator]	0%	?	-3%	50*	91*

Compounds as they come, and some 21% of all compounds hit somewhere here.
